APP 5'UTR act: APP 5'UTR luciferase reporter activation; activation, % at 2 µM; hit rate 1% among 190,000; SH-SY5Y APP 5'UTR luciferase reporter, luminescence; zero percent = DMSO vehicle wells;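 active = activation above a set limit, based on mean plus 3 SD of controls, cut at about 140% in these data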; also: values of inactives mirror those of a sister screen read the other way
PMI activator: activators of human phosphomannose isomerase; activation factor at 20 µM; AID 1214; purified human PMI, coupled resazurin fluorescence, 20 min; active compounds read high; 1 = vehicle control, 0 substrate-free wells; P34949; hit rate 0.005% among 190,000;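 active = activation factor of 2 or more at 20 µM, relative to plate controls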
Target sequence (P34949 whole entry, looked up): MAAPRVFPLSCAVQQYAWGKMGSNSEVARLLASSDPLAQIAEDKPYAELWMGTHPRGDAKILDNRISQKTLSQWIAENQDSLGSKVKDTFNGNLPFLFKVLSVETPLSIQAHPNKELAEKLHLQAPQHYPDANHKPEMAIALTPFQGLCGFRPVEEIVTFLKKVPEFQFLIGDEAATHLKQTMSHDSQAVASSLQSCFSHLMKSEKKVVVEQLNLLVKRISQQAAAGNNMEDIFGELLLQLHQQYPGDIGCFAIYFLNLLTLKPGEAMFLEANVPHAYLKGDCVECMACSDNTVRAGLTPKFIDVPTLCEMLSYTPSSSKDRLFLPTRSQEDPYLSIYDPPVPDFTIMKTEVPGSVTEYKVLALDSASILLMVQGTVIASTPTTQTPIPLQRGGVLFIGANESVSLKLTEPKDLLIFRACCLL
bIAP act: increases bovine intestinal alkaline phosphatase activity; purified bovine IAP, CDP-star luminescence, 30 min; active compounds read high; fold of DMSO-control signal, blank-subtracted; activation factor at 20 µM; hit rate 0.17% among 200,000;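 active = activation factor of 2 or more at 20 µM, a signal rise over negative controls twice the positive control's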
TNAP act hi DEA: increases human TNAP activity under high phosphate acceptor concentration; AID 1136; activation factor at 20 µM; P05186; purified TNAP, CDP-star luminescence, 1 M DEA, 30 min; active compounds read high; 0 = EDTA background, 1 = DMSO-only activity; 200,000 tested, under 10 active;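 active = activation factor at least 2 at 20 µM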
Target sequence (P05186 whole entry, looked up): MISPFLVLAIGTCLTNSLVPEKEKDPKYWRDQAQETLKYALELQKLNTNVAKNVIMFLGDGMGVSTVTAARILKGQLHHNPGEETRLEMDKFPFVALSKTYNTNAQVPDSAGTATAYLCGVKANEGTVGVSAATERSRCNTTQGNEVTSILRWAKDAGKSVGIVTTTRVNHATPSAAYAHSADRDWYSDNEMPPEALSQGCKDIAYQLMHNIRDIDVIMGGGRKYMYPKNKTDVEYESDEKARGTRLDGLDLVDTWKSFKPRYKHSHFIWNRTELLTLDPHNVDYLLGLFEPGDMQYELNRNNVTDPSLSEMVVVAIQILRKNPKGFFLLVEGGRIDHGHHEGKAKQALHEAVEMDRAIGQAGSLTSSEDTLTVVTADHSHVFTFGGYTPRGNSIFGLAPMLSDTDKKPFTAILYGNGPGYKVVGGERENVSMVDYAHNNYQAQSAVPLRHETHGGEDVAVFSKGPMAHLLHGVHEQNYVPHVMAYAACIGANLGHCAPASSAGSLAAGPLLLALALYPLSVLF
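Assay system: human TNAP; Input: enzyme diluted 1/800 final; Reagent: CDP-star luminogenic substrate at 100 µM final; Timing: 30 min, room temperature; Signal: luminescence; Evaluation: TNAP activation factor scaled between EDTA and DMSO control wells.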
FLuc stim CS: affects firefly luciferase, flagging false hits in luciferase stimulation screens. 200,000 tested, under 10 active. P08659. AID 1027. activation factor at 10 µM. ATPlite luciferase biochemical, luminescence, 10 min; 0 = ATP-free wells, 1 = DMSO control;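 active = luciferase activation factor, scaled between plate controls, of at least 2 with compound at 10 µM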
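Material: Luciferase/luciferin reagent mix | Doses: Test compounds dosed from 2 mM stocks in 100% DMSO | Timing: 10 min incubation after luciferase reagent addition, room temperature | Measured by: Luminescence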
TNAP inh hi DEA: TNAP (human) inhibition, high acceptor | P05186 | purified TNAP, CDP-star luminescence, 1 M DEA | inhibition, % at 20 µM | hit rate 0.03% among 200,000;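 active = over 50% inhibition of tissue-nonspecific alkaline phosphatase at 20 µM in the single-dose screen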;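 also: plate controls were DMSO wells for no effect and EDTA-quenched wells as full inhibition for full effect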
TNAP inh no acc: inhibitors of human TNAP without phosphate acceptor. AID 1012. inhibition, % at 20 µM. P05186. hit rate 0.26% among 200,000. purified TNAP, CDP-star luminescence, 30 min;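 active = tissue-nonspecific alkaline phosphatase inhibition above about 50% at 20 µM in the single-dose screen, limit read from the data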;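 also: 0% = DMSO negative control and 100% = EDTA positive control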
NF-kB expr up: raises NF-kB expression in human neuronal cells | hit rate 1.6% among 190,000 | NF-kB reporter expression; active compounds read high | fold change at 12.5 µM; in the data active = fold change above about 3.3
PMI act hi M6P: activators of human phosphomannose isomerase at near-saturating mannose 6-phosphate | hit rate 0.34% among 190,000 | activation factor at 20 µM | P34949 | coupled PMI enzyme assay, resazurin fluorescence, 20 min; active compounds read high; 1 = untreated enzyme, 0 = substrate-free blank;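 active = activation factor of 2 or more at 20 µM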
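Test system: human phosphomannose isomerase with PGI, G6PDH, diaphorase coupling enzymes; Amount: PMI at 15 ng/mL final; Reagent: Mannose-6-phosphate 1.0 mM (near-saturating) plus 0.22 mM NADP+; Timing: 20 min, room temperature; Technique: resorufin fluorescence at Ex 544/Em 590 nm; Dosing: 20 µM single dose.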
FLuc inhib CS: Photinus pyralis luciferase inhibition counter-screen. P08659. ATPLite firefly luciferase biochemical luminescence, 10 min. inhibition, % at 10 µM. hit rate 1.5% among 200,000;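 active = inhibition above about 50% when tested at 10 µM, limit read from the data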
* hit, by the source's call; · = not tested or not shown. Rows were taken by chance. Share with any hit: about 3.6%.

SMILES | APP 5'UTR act | PMI activator | bIAP act | TNAP act hi DEA | FLuc stim CS | TNAP inh hi DEA | TNAP inh no acc | NF-kB expr up | PMI act hi M6P | FLuc inhib CS
c1ccc(-c2nc(-c3cccs3)[nH]c2-c2ccccc2)cc1 | -1 | 1 | 1 | 1 | 1.1 | -2 | -10 | 1 | 1 | -6
CNc1nc(Cl)c(SC)c(N2CCOCC2)n1 | 16 | 0.9 | 1.1 | 1.1 | 1 | -6 | -3 | 1.1 | 0.9 | -2
Cc1cccc(S(=O)(=O)Nc2ccc(-c3cn4ccccc4n3)cc2)c1 | -1 | 0.9 | 0.5 | 1 | 0.9 | -3 | -13 | 1.4 | 0.9 | 14
Nc1nc(Cn2nnc(-c3ccccc3Cl)n2)nc(N2CCOCC2)n1 | 6 | 0.9 | 0.9 | 1 | 1.1 | 0 | -2 | 1.1 | 1 | -8
COc1ccccc1-n1c(-c2ccccc2)n[nH]c1=S | -7 | 1.1 | 0.9 | 1 | 0.9 | -2 | -1 | 1.3 | 1 | 14
CN(C)C(=O)N1CCCC(C(=O)NCCc2ccccc2)C1 (stereo not given) | 24 | 0.9 | 1.1 | 1 | 1 | -2 | -4 | 1.2 | 0.9 | -4
COc1cc(Cl)cc(/C=N/NC(N)=O)c1O | -9 | 0.6 | 1.4 | 1 | 1 | -4 | -10 | 1.2 | 0.5 | -3
COc1ccc(/C=N/NC(=O)c2ccc(CSc3nc(C)cc(C)n3)cc2)cc1O | 3 | 0.9 | 0.8 | 1 | 1 | 4 | -3 | 0.58 | 0.9 | 0
CN(c1ccccc1)S(=O)(=O)c1ccc(NC(=O)c2ccco2)cc1 | 10 | 0.8 | 1.1 | 1 | 1 | -4 | -5 | 0.94 | 0.9 | 0
O=C(O)C1=C[C@@H](c2ccc3c(c2)OCO3)C[C@@H](OCc2ccc(CO)cc2)O1 | 0 | 1 | 1 | 1.1 | 1.1 | -11 | -4 | 1.2 | 1 | -7
COC(=O)c1oc2ccc(Br)cc2c1NC(C)=O | 6 | 0.9 | 0.8 | 1 | 1.1 | -2 | -18 | 1.1 | 1 | -9
O=C(Cn1cnc2c(nnn2-c2cccc(Cl)c2)c1=O)NCc1ccccc1 | 8 | 0.9 | 0.9 | 1.1 | 1 | -10 | -14 | 1.2 | 1 | -2
CN(C)CCCN(C(=O)/C=C/c1cccs1)c1nc2c(F)cccc2s1 | 29 | 1.1 | 0.9 | 1 | 1 | 5 | 6 | 5.4* | 1 | 4
CCN(C1CCCCC1)S(=O)(=O)c1ccc(S(=O)(=O)NCc2ccncc2)cc1 | 19 | 1 | 1 | 1 | 1.1 | -4 | -10 | 0.86 | 0.9 | -8
CSCCCNC(=O)c1ccccc1OC1CCN(S(C)(=O)=O)CC1 | 43 | 1.1 | 1 | 1.1 | 1 | -6 | 0 | 1.2 | 1.1 | 2
CN1CCN(Cc2ccc(Sc3ccc(Cl)cc3)c([N+](=O)[O-])c2)CC1 | 39 | 1 | 1.1 | 1 | 1 | -2 | -1 | 0.82 | 1 | -2
COc1cc(CNC(=O)c2ccc(Cn3nc(C)c(Cl)c3C)o2)cc(OC)c1 | 9 | 0.9 | 0.9 | 1 | 1 | 0 | -4 | 1.3 | 0.8 | -2
COc1ccc(NC(=S)N2CCc3ccccc3C2)cc1 | 13 | 1.1 | 1.1 | 1 | 1 | -2 | -16 | 1.1 | 1.1 | 2
CCOC(=O)c1nn(-c2ccccc2)c(C#N)c1NC(=O)c1nn(CC)cc1Br | -5 | 0.9 | 1 | 1 | 1 | 1 | -4 | 0.36 | 1 | -2
Clc1ccc(CSc2nc3ccncc3[nH]2)cc1 | 147* | 1.1 | 1.3 | 1 | 0 | -4 | 2 | 7.5* | 1 | 97*
O=C(Nc1ccncc1)c1ccccc1F | -1 | 1.1 | 1 | 1 | 1.1 | -4 | 15 | 0.94 | 1 | -6
O=C(NCCc1c[nH]c2ccccc12)/C(=C/c1cccnc1)NC(=O)c1ccccc1 | -4 | 1 | 1.2 | 1 | 1 | -2 | -14 | 0.86 | 1 | -4
O=C1CCc2cc(S(=O)(=O)NC(Cc3ccccc3)C(=O)N3CCN(c4ccccn4)CC3)ccc2N1 (stereo not given) | -20 | 1.1 | 1 | 1 | 1.1 | -4 | -10 | 1.5 | 1.1 | -6
C=CCn1c(=O)/c(=C\c2ccccn2)s/c1=C(/C#N)C(=O)NCC1CCCO1 (stereo not given) | 20 | 1 | 1.1 | 1 | 1 | -4 | -14 | 1.2 | 1 | -2
CCOC(=O)/C=c1\s/c(=C\c2ccc(C(=O)OC)cc2)c(=O)n1CC(=O)Nc1ccccc1 | 6 | 1.2 | 0.9 | 1 | 1 | 1 | -4 | 1.1 | 1.1 | -3

Some of the entries so far, in CSV form.
SMILES,APP 5'UTR act,PMI activator,bIAP act,TNAP act hi DEA,FLuc stim CS,TNAP inh hi DEA,TNAP inh no acc,NF-kB expr up,PMI act hi M6P,FLuc inhib CS
CNc1nc(Cl)c(SC)c(N2CCOCC2)n1,16,0.9,1.1,1.1,1,-6,-3,1.1,0.9,-2
Cc1cccc(S(=O)(=O)Nc2ccc(-c3cn4ccccc4n3)cc2)c1,-1,0.9,0.5,1,0.9,-3,-13,1.4,0.9,14
Nc1nc(Cn2nnc(-c3ccccc3Cl)n2)nc(N2CCOCC2)n1,6,0.9,0.9,1,1.1,0,-2,1.1,1,-8
COc1ccccc1-n1c(-c2ccccc2)n[nH]c1=S,-7,1.1,0.9,1,0.9,-2,-1,1.3,1,14

(more compounds)
SMILES | APP 5'UTR act | PMI activator | bIAP act | TNAP act hi DEA | FLuc stim CS | TNAP inh hi DEA | TNAP inh no acc | NF-kB expr up | PMI act hi M6P | FLuc inhib CS
CC1CC(C)CN(CCCNC(=O)COc2cc(=O)n(C)c3ccccc23)C1 (stereo not given) | 8 | 0.9 | 1.1 | 1 | 1 | 0 | -6 | 1.1 | 1 | 0
CCCCCNC(=O)c1ccc2c(=O)n(CC3CCCO3)c(=S)[nH]c2c1 (stereo not given) | -11 | 1.2 | 1 | 1.1 | 1 | -6 | -8 | 1.1 | 1.2 | -5
Cc1ccc(-n2[nH]c(C)c(C=Nc3ccc(S(=O)(=O)Nc4nccs4)cc3)c2=O)c(C)c1 | 2 | 1.1 | 1.1 | 1 | 1 | -3 | 1 | 1 | 1 | 0
O=C(CN1CCN(Cc2ccccc2)CC1)N/N=C\C=C/c1ccco1 | -3 | 0.8 | 1.2 | 1 | 1 | 2 | -18 | 1.3 | 0.6 | -5
O=c1cnc(-c2ccc(Cl)cc2)cn1O | 21 | 1 | 1.1 | 1 | 1 | -2 | -3 | 0.91 | 0.9 | -1
CCOC(=O)c1c(NC(=O)C(C)Sc2c[nH]c3ccccc23)sc2c1CCC2 (stereo not given) | 24 | 0.8 | 0.8 | 1 | 1 | 3 | -3 | 1.2 | 0.8 | -2
COC(=O)[C@H](Cc1ccccc1)NC(=O)N1CCC(C)CC1 | 4 | 1 | 0.9 | 1 | 1 | -3 | 1 | 1.7 | 1 | -4
COc1cccc(NC(=O)Nc2ccc3nsnc3c2)c1 | · | 1 | 0.7 | 1 | 0.7 | -2 | -7 | 1.8 | 1 | 26
Brc1ccccc1OCCCCn1cnc2ccccc21 | 31 | 0.9 | 1 | 1.1 | 0.7 | -8 | -10 | 1.7 | 1 | 27
CC(C)c1onc(C(=O)NCc2ccc(Cl)cc2)c1[N+](=O)[O-] | -8 | 1 | 1 | 1 | 1.1 | 0 | -8 | 0.77 | 1 | -5
O=[N+]([O-])c1ccc2cn[nH]c2c1 | 12 | 1.1 | 1.1 | 1 | 1.1 | 1 | 35 | 1.1 | 1 | -7
COc1cc(OC)c(C2C(C(=O)O)c3ccccc3C(=O)N2C)cc1OC (stereo not given) | -9 | 1 | 1.1 | 1.1 | 1 | -6 | -10 | 1.1 | 0.9 | -3
Cc1ccc(NC(=O)CSc2nc(C)c(Cc3ccccc3)c(=O)[nH]2)cc1 | -11 | 1 | 1.2 | 1 | 1.1 | -3 | 1 | 1.1 | 1 | -7
CCCC1=C(C(=O)OCC)C(c2cc(Cl)cc(OC)c2OCc2ccccc2)NC(=O)N1 (stereo not given) | -2 | 0.9 | 1 | 1.1 | 1.1 | -6 | -8 | 0.69 | 0.9 | -5
Cc1cccc(/C=N/Nc2ccc3ccccc3n2)c1 | 56 | 0.9 | 1 | 1 | 0.1 | -2 | -19 | 0.5 | 1 | 91*
CCc1cccc(NC(=O)C(NC(=O)C2CCCCC2)C(C)C)c1 (stereo not given) | 34 | 1.1 | 0.9 | 1 | 1 | -2 | -9 | 1.4 | 1 | 0
CCCCCCCCCC(=O)Nc1cccnc1 | -1 | 1 | 0.9 | 1.1 | 1.1 | -6 | -4 | 1.1 | 1 | -7
CC(C)Cn1c(/C=N/Nc2nc3ccccc3[nH]2)nc2ccccc21 | -71 | 1 | 0.8 | 0.9 | 0.9 | 12 | -46 | 1.2 | 1.2 | 6
CC(C)(C)C1CCC(=NOC(=O)c2ccc(F)cc2)CC1 (stereo not given) | -4 | 1.1 | 1 | 1 | 0.9 | 4 | 14 | 1.1 | 1.1 | 5
COc1ccc(Cn2nnnc2C(c2cccs2)N2CCN(c3ccccc3)CC2)cc1 (stereo not given) | 4 | 1.1 | 1 | 1.1 | 1.1 | -9 | -4 | 0.86 | 1.1 | -7
CS(=O)(=O)Nc1ccc(S(=O)(=O)N2CCCC2)cc1 | 4 | 0.9 | 1 | 1.1 | 1.1 | -8 | -9 | 0.96 | 0.9 | -7
COc1cccc(CNC(=O)CCCNS(=O)(=O)c2cccs2)c1 | 5 | 1 | 1 | 1 | 1 | 2 | -5 | 1 | 0.9 | -4
CC(=O)OC1CSC2c3ccccc3C(=O)N2Cc2sccc21 (stereo not given) | 14 | 0.9 | 1 | 1 | 1 | -1 | -4 | 1.1 | 1 | -2
CSc1nnc(-c2ccco2)n1-c1ccccc1 | 6 | 0.9 | 1 | 1 | 1 | -4 | -12 | 1.2 | 0.9 | -4
NC(=O)CSc1nnc2ccc(-c3ccc(F)cc3)nn12 | -8 | 1 | 1.1 | 1 | 1 | 1 | 0 | 1.1 | 1 | 4
COc1ccc(N(CC(=O)Nc2ccccc2C(=O)O)S(=O)(=O)c2ccc(C)c([N+](=O)[O-])c2)cc1 | -10 | 1.1 | 1 | 1 | 1 | -2 | -3 | 1.2 | 1 | -3
COc1cc(C(=O)NCCC(=O)NCCCN2CCCCC2C)cc(OC)c1OC (stereo not given) | 13 | 0.9 | 0.9 | 1 | 1 | -3 | -8 | 0.97 | 0.9 | -2
CC(C)CCNC(=O)Cn1c(=O)oc2cc(S(=O)(=O)N3CC(C)CC(C)C3)ccc21 (stereo not given) | -6 | 1.1 | 0.9 | 1.1 | 1.1 | -7 | -23 | 0.99 | 1 | -7
Cc1cccc(C)c1NC(=O)C[N+](C)(C)CC(O)COc1cccc2ccccc12 (stereo not given) | -18 | 0.9 | 1 | 1 | 1 | -5 | -2 | 1.2 | 1 | -1

Assay outcomes as filed in PubChem.
